aGal spleen mod – inhibitors or activators of human alpha-galactosidase in spleen homogenate. human spleen homogenate, 4MU-alpha-Gal fluorescence, 40 min. Potency, µM (titrated, usually from 80 µM), for the others: top-dose activity change, negative = inhibition, most hits filed as inhibitors. hit rate 0.008% among 240,000. AID 2107;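 also: potency is read from the fitted curve at half-maximal effect; 0% = enzyme with vehicle and -100% = no enzyme basal signal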
Target sequence (P06280 32-429 limits assumed): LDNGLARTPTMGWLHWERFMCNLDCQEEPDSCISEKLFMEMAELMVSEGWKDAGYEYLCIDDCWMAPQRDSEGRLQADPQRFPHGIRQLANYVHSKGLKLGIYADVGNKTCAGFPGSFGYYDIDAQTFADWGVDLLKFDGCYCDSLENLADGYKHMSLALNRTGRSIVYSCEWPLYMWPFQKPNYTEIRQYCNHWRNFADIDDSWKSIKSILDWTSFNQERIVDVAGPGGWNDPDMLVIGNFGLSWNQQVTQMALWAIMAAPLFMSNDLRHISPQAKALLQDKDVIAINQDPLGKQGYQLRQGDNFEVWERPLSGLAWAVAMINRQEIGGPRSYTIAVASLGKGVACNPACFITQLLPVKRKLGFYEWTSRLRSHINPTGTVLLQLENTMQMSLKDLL
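qHTS titration in buffer at pH 5.0. Alpha-galactosidase activity in spleen homogenate was measured via 4-methylumbelliferone release from 1 mM fluorogenic substrate after 40 min at 37C and a pH 10 stop. AC50 came from Hill fits of control-normalized data.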
NPSR antag – antagonists of human neuropeptide S receptor cAMP signaling; Q6W5P4; CHO-NPSR cells, cAMP TR-FRET, antagonist mode; Potency, µM (doses to about 38.3 µM), without a hit: at the top dose activity change, negative = inhibition, most hits filed as inhibitors; hit rate 1% among 220,000; AID 1461; also: potency is read from the fitted curve at half-maximal effect; % is scaled to controls: 0 for no effect and ±100 for the full control effect; nearly all actives have a fitted effect of over 50% in size; many of its hits are not listed in these tables
Target sequence (Q6W5P4 whole entry, looked up): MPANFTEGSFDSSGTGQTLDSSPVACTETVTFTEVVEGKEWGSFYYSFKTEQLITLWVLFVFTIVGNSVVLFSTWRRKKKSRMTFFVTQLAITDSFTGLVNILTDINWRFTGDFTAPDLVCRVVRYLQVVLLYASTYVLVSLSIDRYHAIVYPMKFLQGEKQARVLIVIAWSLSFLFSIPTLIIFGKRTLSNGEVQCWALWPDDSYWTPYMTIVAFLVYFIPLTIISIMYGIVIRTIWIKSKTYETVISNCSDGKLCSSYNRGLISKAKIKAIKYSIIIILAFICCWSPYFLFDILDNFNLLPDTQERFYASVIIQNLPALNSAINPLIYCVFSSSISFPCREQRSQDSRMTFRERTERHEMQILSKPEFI
TexasRed fluor – Texas Red fluorescence interference in TRb-SRC2 counter-screen | TRb/SRC2 Texas Red total fluorescence interference | Potency, µM (series often up to 106 µM), for the others: top-dose fluorescence change, negative = quenching | hit rate 0.29% among 280,000 | AID 1479; active = well fitted curve in either direction with a large enough effect; inconclusive = small, poorly fitted or top-dose-only effect; also: potency is read from the fitted curve at half-maximal effect; % is scaled to controls: 0 for no effect and ±100 for the full control effect
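Human TRβ ligand-binding domain (0.6 uM) and Texas Red SRC2 peptide (20 nM) in Tris buffer with 1 uM T3 and 5% DMSO were incubated with pinned compound for 5 hr at ambient temperature. Total fluorescence was computed as S + 2P (555/632 nm).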
Tau fibril FP – tau fibrillization inhibition (FP). P10636. hit rate 0.39% among 280,000. Potency, µM (titrated, usually from 57.7 µM), for inactives: at the top dose activity, negative = inhibition, hits mostly inhibitors. K18 P301L tau heparin fibrillization, Alexa594 FP, 6 h; also: potency is read from the fitted curve at half-maximal effect; % is scaled to controls: 0 for no effect and ±100 for the full control effect; nearly all actives have a fitted effect of over 55% in size
Target sequence (P10636 561-689 P618L limits assumed): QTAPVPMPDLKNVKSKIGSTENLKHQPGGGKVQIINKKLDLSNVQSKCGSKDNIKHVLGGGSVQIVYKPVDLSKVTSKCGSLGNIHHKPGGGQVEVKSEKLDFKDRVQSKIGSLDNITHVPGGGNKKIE
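FP of Alexa 594-tau after heparin (20 uM) induction. Substrate: human K18 P301L, 15 uM unlabeled, 0.24 uM labeled. Buffer 100 mM sodium acetate pH 7. 6 hr, 37 C.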
CBFb RUNX1 block – CBF-beta/RUNX1 interaction disruption; Potency, µM (doses to about 59.8 µM), without a hit: at the highest dose activity, negative = inhibition, usual class: inhibitors; AlphaScreen CBFb-His/RUNX1-biotin binding, biochemical; 230,000 tested, under 10 active; Q01196+Q13951; AID 1477; also: % of control where 0% means no effect
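His-tagged CBF-beta and biotinylated RUNX1 (30 nM each) were premixed 20 min at room temperature, exposed to compound for 15 min, then given nickel-chelate and streptavidin AlphaScreen beads (50 ng each). After 90 min, AlphaScreen signal was read.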
Epigenetic reg – regulators of epigenetic silencing causing reporter derepression in mouse cells | Potency, µM (series often up to 53.9 µM), for the others: top-dose GFP activation, usual class: activators | AID 1865 | murine LDR cells, GFP reporter derepression, 30 h | hit rate 0.2% among 280,000; also: potency is read from the fitted curve at half-maximal effect; % of control where 0% means no effect; nearly all actives have a fitted effect of over 60% in size
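In this reporter-derepression format, murine cells bearing a silenced integrated CMV-GFP locus incubate with test compound (30 h, 37 C), then are washed and imaged; fluorescent objects of 20–120 um count as induced cells.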
Tau fluor counter – counter-screen for tau fibril formation inhibitors. Potency, µM (series often up to 57.7 µM), inactives show at the top dose activity change, negative = decrease. tau K18 P301L Alexa594 fluorescence, heparin fibrillization. hit rate 0.93% among 280,000; also: potency is read from the fitted curve at half-maximal effect; % is scaled to controls: 0 for no effect and ±100 for the full control effect; nearly all actives have a fitted effect of over 55% in size
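Human tau K18 P301L (15 uM unlabeled, 0.24 uM Alexa 594-labeled) in 100 mM sodium acetate pH 7 with 20 uM heparin, 6 hr at 37 C. ThT 30 uM added, 1 hr ambient; Alexa 594 FP and total fluorescence read at 555/632 nm.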
TRb-SRC2 inh – disrupts binding of human TR beta to SRC2; hit rate 0.065% among 280,000; Potency, µM (highest dose often 106 µM), for the others: top-dose activity change, negative = inhibition, most hits filed as inhibitors; TRbeta-SRC2 peptide binding, fluorescence polarization; receptor liganded with 1 µM T3;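 also: potency is read from the fitted curve at half-maximal effect; plate controls were bound peptide for no effect and peptide without receptor for full effect; nearly all actives have a fitted effect of over 50% in size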
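Decrease in fluorescence polarization of 20 nM Texas Red SRC2 coactivator peptide flagged inhibition of its binding to 0.6 uM TRb LBD; 1 uM T3 included, incubation 5 hr, ex 555/em 632 nm.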
Active calls of the source: *; ? = inconclusive; / = no result given; [ ] = dose if it differs, or a comment. Unless noted, calls follow the shape of the dose curve; as a rule, active = well fitted curve in the direction sought with a large enough effect; inconclusive = small, poorly fitted or top-dose-only effect, or another doubt; inactive = no such curve, though single readings can be large; an effect the other way counts as inactive or inconclusive.

Compound	TexasRed fluor	aGal spleen mod	CBFb RUNX1 block	NPSR antag	Tau fibril FP	TRb-SRC2 inh	Tau fluor counter	Epigenetic reg
COc1ccc(OC)c(C2CC(c3ccccc3)=NN2C(=S)Nc2ccccc2)c1 (stereo not given)	1%	1%	-3%	-41%	-14%	5%	-14%	1.0%
CCCNC(=O)Nc1cccc(NC(C)=O)c1	-2%	5%	5%	49%	?	0%	-10%	6.1%
Cc1nonc1C1CCCN1C(=O)c1cc(COc2ccc(F)cc2F)on1 (stereo not given)	0%	1%	-8%	4%	0%	1%	-11%	-0.6%
COc1ccc(-c2ncncc2-c2ccc(Cl)cc2)c(O)c1	-1%	11%	0%	?	1%	0%	-19%	-4.8%
O=C(O)c1cc2c(cc1Cl)N1CCCCCC1=NS2(=O)=O	-2%	9%	14%	6%	7%	-2%	9%	-6.7%
COc1cc(N=Nc2c(C)n(C)n(-c3ccccc3)c2=O)ccc1N	0%	-7%	-9%	-22%	10%	7%	-15%	-0.3%
COc1cc(/C=C2\C(=O)N(C)C(=S)N2C)ccc1O	0%	10%	-3%	1%	12%	6%	-14%	0.1%
COc1cc(CNCc2cccnc2)ccc1OCc1ccccc1	-3%	-12%	0%	9%	3%	5%	0%	-1.1%
COc1cc(C2C(C(=O)Nc3ccccc3)=C(C)Nc3nnnn32)cc(OC)c1OC (stereo not given)	-1%	/	/	/	-8%	-12%	-11%	-3.4%
CC(=O)C1=C(O)C(=O)N(Cc2cccnc2)C1c1ccc(C(C)C)cc1 (stereo not given)	0%	-19%	-4%	-10%	2%	-4%	-10%	1.2%

Next entries follow:
Compound	TexasRed fluor	aGal spleen mod	CBFb RUNX1 block	NPSR antag	Tau fibril FP	TRb-SRC2 inh	Tau fluor counter	Epigenetic reg
COc1nc(NCCN2CCOCC2)nc(Nc2ccc([N+](=O)[O-])cc2)n1	1%	1%	-9%	-9%[46.1 µM]	-1%	3%	-16%	1.5%
CC(C)=CCc1c(O)cc2occ(-c3ccc4c(c3)OCO4)c(=O)c2c1O	0%	1%	0%	/	8.9µM*	10%	?	4.0%
N#Cc1nc(-c2ccco2)oc1N1CCN(c2ccccc2)CC1	-2%	6%	-24%	-24%[46.1 µM]	4%	-15%	?	-2.1%
Cc1sc(NC(=O)CSc2nnc3scc(-c4ccccc4)n23)c(C#N)c1C	-1%	-2%	5%	-8%[46.1 µM]	2%	-7%	-11%	5.1%
CN(C)c1ccc(-c2noc(C3CCN(S(=O)(=O)c4cccc(Cl)c4)CC3)n2)cc1	2%	-7%	2%	-17%[46.1 µM]	8%	8%	?	0.0%
CCOC(=O)c1cnn(-c2ccccc2)c1NC(=O)c1cccs1	-5%	-6%	-8%	?	5%	-2%	5%	-1.6%
CNC(=O)[C@H](C)/C=C/C(NC(=O)OCc1ccccc1)c1ccc(C(=O)OC)cc1 (stereo not given in full)	-3%	-5%	-2%	/	8%	4%	-4%	-1.1%
COc1ccc(Cl)cc1-c1nc(SCC(=O)N(C)CCC#N)n[nH]1	1%	1%	5%	10%	-3%	-9%	-4%	-2.2%
COc1ccccc1/C=C(/CC(=O)NCc1ccc(F)cc1)c1nc2ccccc2s1	0%	-5%	15%	-35%	-4%	-8%	-21%	-0.9%
Cc1ccc(S(=O)(=O)N2CCC(C(=O)NNC(=O)C3CC3)CC2)cc1Cl	0%	4%	-7%	6%	?	-5%	9%	0.0%

Remaining list, next part.
Compound	TexasRed fluor	aGal spleen mod	CBFb RUNX1 block	NPSR antag	Tau fibril FP	TRb-SRC2 inh	Tau fluor counter	Epigenetic reg
CCN1C(=O)[C@@H]2[C@H](C1=O)[C@@H]1CC(C(=O)OC)=C[C@@H](C(=O)OC)C3C1=C(C(=O)C3(CC)CC)[C@@H]2C (stereo not given in full)	-2%	-2%	4%	/	/	-4%	/	/
CN(C)c1ccc(C(=S)N2CCN(c3ccccc3)CC2)cc1	0%	-4%	?	-12%[46.1 µM]	17%	-3%	?	-4.2%
Fc1ccccc1COc1ccc2ccccc2c1CNc1nn[nH]n1	-2%	-2%	0%	-24%	-4%	3%	5%	-0.2%
COc1ccc(C2C(C(=O)N3CCN(c4ccccn4)CC3)CCC(=O)N2c2cc(OC)c(OC)c(OC)c2)cc1 (stereo not given)	-1%	-7%	4%	3%	0%	-3%	-4%	0.9%
Cc1cccc(Nc2nnc(SCc3cn4ccsc4n3)s2)c1	0%	0%	8%	?	8%	6%	-26%	1.3%
CC(=O)NC(CCS(C)(=O)=O)C(=O)Nc1ccc(C)c(F)c1 (stereo not given)	-1%	3%	0%	-4%[46.1 µM]	-11%	-16%	-4%	-1.4%
O=C(CN1CCN(c2ncc(C(F)(F)F)cc2Cl)CC1)NCCNc1ncc(C(F)(F)F)cc1Cl	-1%	-4%	0%	?	1%	6%	-9%	-1.0%
CN(C)S(=O)(=O)c1ccc(Cl)c(NC(=O)CN2CCN(Cc3ccc4c(c3)OCO4)CC2)c1	-7%	2%	-1%	30%	13%	-2%	3%	1.1%
Cc1nc2c(-c3ccccc3)c(C)nn2c(C)c1CC(=O)O	-3%	12%	12%	-8%[46.1 µM]	-3%	-2%	-9%	-0.2%
O=C(Nc1ccc(Cl)c(Cl)c1)N1CC=CCC1	-1%	1%	4%	?	-10%	-14%	-9%	-5.7%

More compounds.
Compound	TexasRed fluor	aGal spleen mod	CBFb RUNX1 block	NPSR antag	Tau fibril FP	TRb-SRC2 inh	Tau fluor counter	Epigenetic reg
CCSC1=NC(C)(C)C=C(C)N1	-3%	-4%	2%	2%[46.1 µM]	6%	2%	-9%	-1.7%
CC(=O)c1ccc(N2C(=O)C3C(C2=O)C(C(=O)c2ccc(Cl)cc2)N2CCCC32)cc1 (stereo not given)	6%	-6%	1%	-16%[46.1 µM]	-4%	4%	-12%	4.0%
O=c1c2oc3nc4c(cc3c2ncn1CCCc1ccccc1)CCCC4	-2%	4%	-1%	15%	-5%	-1%	-20%	2.5%
O=S(=O)(c1ccc(Cl)cc1)N1CCCC1c1nc(-c2cccc(Cl)c2)no1 (stereo not given)	-3%	2%	24%	-8%[46.1 µM]	-10%	-4%	?	1.2%
Cc1ccc(C)c(NC(=O)CN(C)C(=O)/C=C/c2ccco2)c1	1%	6%	10%	3%	4%	-2%	-1%	1.1%
CS(=O)(=O)N(CC(=O)N1CCCCC1)c1cccc(F)c1	-4%	-2%	4%	-2%	-12%[2.34 µM]	1%	-8%[2.34 µM]	-1.1%
CCCCCCn1c(=O)c(C(=O)N/N=C/c2cccc(F)c2)c(O)c2ccccc21	0%	8%	1%	-17%	-12%	-15%	-10%	0.4%
COC(=O)c1ccc(C(=O)NCCCCO)cc1	-2%	2%	-14%	15%	1%	6%	-2%	-3.5%
CCC(C)NC(=O)CCc1c(C)nc2c(c(C)nn2-c2ccc(C)cc2)c1C (stereo not given)	-3%	/	/	/	-9%	4%	-14%	-4.1%
Cc1ccc2nc(C3CCN(S(=O)(=O)c4ccc5ccccc5c4)CC3)[nH]c2c1	2%	-1%	4%	-30%[46.1 µM]	?	-19%	?	0.0%

Some of these compounds in order of count of non-hydrogen atoms, smallest number first:
Compound	TexasRed fluor	aGal spleen mod	CBFb RUNX1 block	NPSR antag	Tau fibril FP	TRb-SRC2 inh	Tau fluor counter	Epigenetic reg
CN(C)c1ccc(C(=S)N2CCN(c3ccccc3)CC2)cc1	0%	-4%	?	-12%[46.1 µM]	17%	-3%	?	-4.2%
N#Cc1nc(-c2ccco2)oc1N1CCN(c2ccccc2)CC1	-2%	6%	-24%	-24%[46.1 µM]	4%	-15%	?	-2.1%
Cc1ccc2nc(C3CCN(S(=O)(=O)c4ccc5ccccc5c4)CC3)[nH]c2c1	2%	-1%	4%	-30%[46.1 µM]	?	-19%	?	0.0%
CNC(=O)[C@H](C)/C=C/C(NC(=O)OCc1ccccc1)c1ccc(C(=O)OC)cc1 (stereo not given in full)	-3%	-5%	-2%	/	8%	4%	-4%	-1.1%

(further entries)
Compound	TexasRed fluor	aGal spleen mod	CBFb RUNX1 block	NPSR antag	Tau fibril FP	TRb-SRC2 inh	Tau fluor counter	Epigenetic reg
Cc1ccc(NC(=O)Nc2nnc(SCC(=O)Nc3ccc(F)cc3F)s2)cc1	1%	/	/	/	-21%	2%	-7%	2.1%
NC(=O)CN1CCN(c2cccc(Cl)c2)CC1	0%	1%	1%	14%	-2%	-1%	4%	-1.2%
CC(C)CNC(=O)c1cccc(NC(=O)COc2cccc([N+](=O)[O-])c2)c1	0%	-1%	2%	-26%	-5%	-2%	-21%	2.9%
COc1ccc(C(=O)CSc2nnc(CN3CCCCC3)n2-c2ccc(F)cc2)cc1OC	-2%	-4%	16%	20%	-7%	-3%	-23%	-0.1%
COc1ccc(N(CC(=O)Nc2ccc3c(c2)OCO3)S(=O)(=O)c2ccccc2)cc1	-6%	-11%	7%	-32%	4%	-7%	5%	4.3%
Cc1cccc(NC(=O)C(=O)NCC(c2ccc3c(c2)OCO3)N2CCN(C)CC2)c1C (stereo not given)	0%	/	/	/	1%	2%	1%	2.2%
O=C(NC1CC1)C1=C[C@H](c2ccc3c(c2)OCO3)C[C@H](OCc2ccc(CO)cc2)O1	-2%	1%	10%	4%	-6%	-1%	-2%	-0.7%
Cc1ccccc1OCCCCn1c(CO)nc2ccccc21	-3%	1%	4%	18%	0%	4%	-12%	0.0%
NC(=NCCC[C@H](N)C(=O)O)NO	3%	12%	10%	-4%[46.1 µM]	-1%	3%	-16%	-0.1%
Cc1cc([N+](=O)[O-])nn1CCCC(=O)Nc1cc(Oc2ccccc2)cc([N+](=O)[O-])c1	-1%	-3%	-4%	-33%	11%	-4%	10µM*[quencher]	1.0%
Cc1ccc(/C=C2\SC(=S)N(CCCC(=O)Nc3ccccn3)C2=O)cc1	-4%	0%	-5%	-23%[46.1 µM]	-8%	-10%	-16%	0.3%
CC(=O)c1sc(=S)n(-c2ccc(Cl)cc2)c1C	-2%	4%	1%	-22%	-9%	-2%	-15%	-0.6%

This is a subset (hit frequency here may not be typical).
